VHR inh abs = inhibitors of human VHR1 phosphatase (DUSP3); P51452; recombinant VHR phosphatase, pNPP absorbance; inhibition, % at 13.3 µM; 290,000 tested, 0.52% active; AID 1654; in the data active = inhibition above about 50%; note: some compounds called inactive have numbers as strong as hits
Target sequence (P51452 whole entry, looked up): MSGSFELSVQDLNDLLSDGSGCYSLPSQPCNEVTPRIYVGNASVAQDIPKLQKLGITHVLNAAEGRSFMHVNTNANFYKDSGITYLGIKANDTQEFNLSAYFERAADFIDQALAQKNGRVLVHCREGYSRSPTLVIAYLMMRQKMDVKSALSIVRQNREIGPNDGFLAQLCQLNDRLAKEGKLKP
TcdB inh = blocks C. difficile toxin B glycohydrolase activity. AID 652162. 350,000 tested, 0.24% active. TcdB glycohydrolase enzymatic assay, plate reader. inhibition, % at 9.99 µM. P18177; in the data active = inhibition above about 10%
Anthrax LF inh2 = inhibitors of Bacillus anthracis lethal factor protease; P15917; multiplex microsphere protease cleavage assay, LF; inhibition, % at 10 µM; 360,000 tested, 0.12% active; AID 588501; in the data active = inhibition above about 30%; inconclusive = no clear call, values can overlap the other calls; note: plate controls were buffer without enzyme for full effect and enzyme alone for no effect
PfHsp40 yeast = rescue of PfHsp40-mediated yeast toxicity; S. cerevisiae expressing PfHsp40, growth rescue, ATP luminescence; growth rescue, % at 12.5 µM; 340,000 tested, 0.68% active; AID 504582; in the data active = growth rescue above about 28%, passing the limit was not always enough; inconclusive = no clear call, values can overlap the other calls;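 note: yeast W303a lacking pdr1 and pdr3 grown in galactose medium; growth measured after three days at 30 °C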
Vc quorum ag = quorum light induction in luxS cqsA deficient V. cholerae; activation, % at 18.7 µM; 350,000 tested, 0.16% active; V. cholerae BH1578 lux reporter, luminescence, 6 h; in the data active = activation mostly above about 9.7%, no sharp cut-off; inconclusive = no clear call, values can overlap the other calls; inactive = mostly below about 3.7%; note: not every result past the cut was called active; inactives centre near 0; reference of the scale not given here
Rv3671c inh = inhibitors of M. tuberculosis serine protease Rv3671c | P9WHR9 | inhibition, % at 5.96 µM | 320,000 tested, 0.048% active; in the data active = inhibition above about 38%;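 note: extracellular domain of Rv3671c used as enzyme; 0% = enzyme with DMSO and 100% = no enzyme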
Target sequence (P9WHR9 whole entry, looked up, the tested form may be a part): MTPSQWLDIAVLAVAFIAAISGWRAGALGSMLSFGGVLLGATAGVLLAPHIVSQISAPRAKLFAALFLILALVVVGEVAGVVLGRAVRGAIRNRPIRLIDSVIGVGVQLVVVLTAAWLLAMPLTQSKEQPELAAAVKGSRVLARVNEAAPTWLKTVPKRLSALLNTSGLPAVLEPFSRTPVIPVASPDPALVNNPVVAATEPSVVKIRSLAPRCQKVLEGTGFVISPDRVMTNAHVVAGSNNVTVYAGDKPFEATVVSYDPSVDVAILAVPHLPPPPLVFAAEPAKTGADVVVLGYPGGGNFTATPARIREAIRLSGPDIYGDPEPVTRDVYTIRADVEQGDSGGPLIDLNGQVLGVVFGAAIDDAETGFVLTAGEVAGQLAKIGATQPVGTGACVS
SARS 3CLpro inh = SARS-CoV 3CLpro protease inhibition. inhibition, % at 6 µM. P0C6X7. 290,000 tested, 0.14% active. recombinant SARS-CoV 3CLpro, quenched FRET peptide cleavage. AID 1706; in the data active = inhibition above about 12%
MazEF act = increases E. coli MazEF RNase cleavage of RNA | P0AE70 | FAM/BHQ RNA-DNA oligo cleavage fluorescence, 5 h | activation, % at 20 µM | 350,000 tested, 0.32% active | AID 504720; in the data active = activation above about 50%
Target sequence (P0AE70 whole entry, looked up): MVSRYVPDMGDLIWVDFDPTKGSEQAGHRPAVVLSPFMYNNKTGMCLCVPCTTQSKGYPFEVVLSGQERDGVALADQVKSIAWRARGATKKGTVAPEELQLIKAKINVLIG
Y pestis TopoI = blocks Yersinia pestis topoisomerase I activity | activity, % at 10 µM | 360,000 tested, 0.064% active | Y. pestis Topo-I cleavage product accumulation, plate reader; in the data active = activity above about 50%, passing the limit was not always enough; inconclusive = no clear call, values can overlap the other calls; note: inactives centre near 2
PriA SSB inh = inhibitors of Klebsiella pneumoniae PriA binding to SSB C-terminal tail; AlphaScreen SSBct-PriA binding, biotinylated peptide; inhibition, % at 33 µM; 430,000 tested, 0.6% active; in the data active = inhibition mostly above about 37%, no sharp cut-off; inactive = mostly below about 20%;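 note: plate controls were negative control peptide for no effect and reference peptide for full effect; strong numbers were not always called active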
Active calls of the source: *; i = inactive; ? = inconclusive; . = not tested or not shown; & = joins results of further samples. An excerpt; rates above refer to the full screens.

SMILES	VHR inh abs	TcdB inh	Anthrax LF inh2	PfHsp40 yeast	Vc quorum ag	Rv3671c inh	SARS 3CLpro inh	MazEF act	Y pestis TopoI	PriA SSB inh
O=c1c2ccccc2cnn1Cc1n[nH]c(=S)n1-c1ccccc1	0	0.9	-2	-0.6	-0.3	1	2	3	-5	-1
ClC(Cl)(Cl)c1ccccc1	.	-0.8	-9	-0.8	-0.3	10	.	2	5	0
Cc1c(-c2ccccc2)n[nH]c1C(=O)NN	4	-4.1	-1	1.2	i	1	4	-2	4	-10
COc1ccc(NCc2nnc(SCC(=O)Nc3cc(C(F)(F)F)ccc3Cl)o2)cc1	8	.	-2	2.0	-0.4	3	7	2	0	-10
c1ccc2c(c1)[nH]c1cnccc12	16	2.1	-2	-0.4	i	-12	0	6	-7	-2
O=C(CCc1ccc(S(=O)(=O)N2CCOCC2)cc1)N/N=C/c1ccc(O)c(O)c1O	3	.	-3	-1.7	-0.2	8	-8	49	-4	.
COc1ccc2[nH]c(=O)c(CN(CCCN(C)C)C(=O)Nc3ccccc3)cc2c1	17	.	0	-0.9	i	7	4	5	0	3
O=C(CCSc1ccc(F)cc1)NNC(=O)c1ccccc1Cl	.	1.2	0	1.1	-0.2	7	.	4	1	4
Cc1cccn2cc(CCNS(=O)(=O)c3cccs3)nc12	18	0.9	-5	-0.3	-0.2	8	0	-24	3	4
O=C(COC(=O)c1ccccc1-n1cnnn1)c1ccccc1	.	2.1	-3	0.3	i	0	.	1	-4	1
COC(=O)/C=C1\N/C(=N/c2nc(C)c3cc(OC)ccc3n2)NC1=O	-7	.	3	-0.3	i	3	2	2	21	.
O=C(COC(=O)Cc1ccccc1)NNC(=O)c1ccc([N+](=O)[O-])cc1	.	-1.4	-12	-0.8	-0.5	10	.	4	-7	-1
COc1ccccc1Nc1ccc(S(=O)(=O)N2CCCCC2)cc1[N+](=O)[O-]	17	1.0	-1	0.1	0.1	12	1	-3	-5	63*
CCOC(=O)Cn1c(C(C)=O)nc2ccccc21	22	2.1	2	-0.2	-0.4	-7	1	7	-7	-5
C[C@H]1CN([C@@H](C)CO)C(=O)CCCn2cc(nn2)CO[C@@H]1CN(C)C(=O)c1ccncc1	.	0.7&0.3&0.6	-6	.	-0.3	.	.	-5	-3	.
COc1ccc([C@H]2CC(=O)C=C(c3cccc(Cl)c3O)C2)cc1OC	.	2.3	-6	2.2	i	0	.	4	12	10
Cc1ccccc1NC(=O)CN1C(=O)S/C(=C/c2cccnc2)C1=O	40	0.6	2	-0.3	0.9	-5	-3	9	-4	-2
CCCCn1c(SCC(=O)Nc2ccc3c(c2)CCC3)nc2ccccc2c1=O	2	0.4	-2	-1.7	-2.3	0	3	0	-6	-5
COc1cc(S(=O)(=O)n2ccc(C)n2)c(OC)cc1Cl	6	.	0	-0.7	-1.1	-7	-1	2	-5	-7
O=C(NCc1ccccc1Cl)c1ccc(CSc2nc3ccncc3[nH]2)cc1	5	0.8	2	0.8	-0.5	-3	0	3	-3	-9

A section of the results above, as a working copy:
SMILES	VHR inh abs	TcdB inh	Anthrax LF inh2	PfHsp40 yeast	Vc quorum ag	Rv3671c inh	SARS 3CLpro inh	MazEF act	Y pestis TopoI	PriA SSB inh
CCOC(=O)Cn1c(C(C)=O)nc2ccccc21	22	2.1	2	-0.2	-0.4	-7	1	7	-7	-5
C[C@H]1CN([C@@H](C)CO)C(=O)CCCn2cc(nn2)CO[C@@H]1CN(C)C(=O)c1ccncc1	.	0.7&0.3&0.6	-6	.	-0.3	.	.	-5	-3	.

Carrying on:
SMILES	VHR inh abs	TcdB inh	Anthrax LF inh2	PfHsp40 yeast	Vc quorum ag	Rv3671c inh	SARS 3CLpro inh	MazEF act	Y pestis TopoI	PriA SSB inh
COc1ccccc1C(=O)N1CCN(C(=O)c2oc3ccc(C)cc3c2C)CC1	23	1.4	-4	-0.9	-0.3	-5	-4	3	23	2
CCN(CC)C(=O)c1ccc2c(=O)n(CCOC)c(=S)[nH]c2c1	23	.	-5	-0.3	i	4	-1	7	-3	-8
CCOC(=O)N1CCN(C(=O)c2ccc(CS(=O)Cc3ccccc3Cl)o2)CC1 (stereo not given)	15	0.3	-3	-0.8	i	7	2	8	-6	-10
COc1cccc(-c2nnc(SCc3cccnc3)o2)c1	-19	.	-2	?	-5.9	4	-3	-1	16	-16
COc1ccc([C@@H]2C(C#N)=C(N)S[C@@H](c3ccccc3)[C@@H]2[N+](=O)[O-])cc1	-14	.	-1	1.6	-0.7	7	0	-4	2	8
CCCCCn1cnc2sc(-c3ccccc3)cc2c1=O	40	.	-6	3.8	8.3	-15	4	1	-2	-49
COc1cccc(C(=O)NC2CC3CCCC(C2)N3CC(=O)Nc2ccc(N(C)C)cc2)c1 (stereo not given)	26	.	-6	-1.7	2.9	0	1	5	3	36
CCC(C)NC(=O)Nc1ccccc1F (stereo not given)	1	.	-1	0.9	-0.4	1	2	3	5	-10
CC(C)N(CC#CCC(O)(c1ccccc1)c1ccccc1)CCO	1	0.2	2	-0.6	-0.7	.	2	-20	25	-33
Cc1ccc(S(=O)(=O)NC(=O)C2(C)CCN2C(=O)c2ccccc2)cc1 (stereo not given)	.	1.6	5	.	i	.	.	.	-4	.
CN(c1ccc(C(=O)NCc2ccco2)cc1)S(C)(=O)=O	21	.	-2	1.9	-5.2	0	0	5	-1	-12
Cc1ccc(C(=O)N2CCN(Cc3nc4sc5c(c4c(=O)[nH]3)CCCC5)CC2)cc1	-3	-0.5	11	1.2	-0.2	-6	1	1	9	-2
Cc1cc2c(c(=O)n1Cc1ccccn1)C(c1ccc3c(c1)OCO3)C(C#N)=C(N)O2 (stereo not given)	4	.	-4	1.9	i	6	-1	5	2	1
COc1cccc(C(=O)Nc2cccc(-c3nnc(-c4ccco4)o3)c2)c1	18	.	-2	0.4	-5.3	-30	2	2	-1	-2
COc1cc(C(=O)NCC(=O)Nc2c(C)cccc2C)ccc1OCc1ccccc1	.	-0.1	-8	1.3	i	6	.	8	15	-2
Nc1cc(=O)[nH]c(SCC(=O)Nc2ccccc2Sc2ccc(Cl)cc2)n1	22	10*	6	-0.3	-0.3	-11	-3	4	2	5
O=C(NC1CCCC1)C(c1ccsc1)N(Cc1ccccc1)C(=O)Cc1cccs1 (stereo not given)	32	.	0	6.2	-5.0	-2	1	12	3	-11
Cc1[nH]nc2ccc(-c3cncc(OC[C@@H](N)Cc4c[nH]c5ccccc45)c3)cc12	.	.	-10	-1.0	i	.	.	-23	-12	1
CCn1c(=NC(=O)C2COc3ccccc3O2)sc2c(OC)ccc(OC)c21 (stereo not given)	21	0.5	6	1.3	-0.3	3	-4	2	6	-2
CCCc1ccc(OCC(O)CN2CCN(c3ccccc3)CC2)cc1 (stereo not given)	21	-0.4	-3&-6	0.2&5.4	1.0&-0.3	2	1	3&-1	27&18	17

Compound profiles (already shown):
O=C(NC1CCCC1)C(c1ccsc1)N(Cc1ccccc1)C(=O)Cc1cccs1 (stereo not given) is listed as VHR inh abs = 32; TcdB inh = .; Anthrax LF inh2 = 0; PfHsp40 yeast = 6.2; Vc quorum ag = -5.0; Rv3671c inh = -2; SARS 3CLpro inh = 1; MazEF act = 12; Y pestis TopoI = 3; PriA SSB inh = -11
Cc1cc2c(c(=O)n1Cc1ccccn1)C(c1ccc3c(c1)OCO3)C(C#N)=C(N)O2 (stereo not given) is listed as VHR inh abs = 4; TcdB inh = .; Anthrax LF inh2 = -4; PfHsp40 yeast = 1.9; Vc quorum ag = i; Rv3671c inh = 6; SARS 3CLpro inh = -1; MazEF act = 5; Y pestis TopoI = 2; PriA SSB inh = 1
COc1cccc(-c2nnc(SCc3cccnc3)o2)c1 is listed as VHR inh abs = -19; TcdB inh = .; Anthrax LF inh2 = -2; PfHsp40 yeast = ?; Vc quorum ag = -5.9; Rv3671c inh = 4; SARS 3CLpro inh = -3; MazEF act = -1; Y pestis TopoI = 16; PriA SSB inh = -16

Continuation.
SMILES	VHR inh abs	TcdB inh	Anthrax LF inh2	PfHsp40 yeast	Vc quorum ag	Rv3671c inh	SARS 3CLpro inh	MazEF act	Y pestis TopoI	PriA SSB inh
Cc1csc(SCC(=O)Nc2sc3c(c2C#N)CCC3)n1	22	.	-1	0.2	-0.3	-7	3	1	-7	-30
Cc1ccc(S(=O)(=O)N2CCC3CC2c2cc(Cl)ccc23)cc1 (stereo not given)	.	3.4	0	-0.7	-0.5	.	.	-2	-5	5
CCCc1nnc(N2C(=O)c3cccc4cccc(c34)C2=O)s1	-18	.	-2	0.2	0.3	4	3	2	5	5
Cc1cc(NS(=O)(=O)c2ccc(NC(=O)c3ccc(F)cc3)cc2)nc(C)n1	.	1.6	-9	-0.7	i	-3	.	-2	2	-2
C[C@@H]1CN([C@H](C)CO)C(=O)c2cc(Br)cnc2O[C@@H]1CN(C)C(=O)CC1CC1	.	-4.7&0.9	6	.	-0.6	.	.	3	-11	.
Cc1cc2nc(NCCCO)n(CC(=O)c3cc(C(C)(C)C)c(O)c(C(C)(C)C)c3)c2cc1C	.	0.6	1	-0.7	-10	2	.	10	14	-7
O=C(CN(Cc1ccc(Br)cc1)S(=O)(=O)c1ccccc1)NCc1ccncc1	18	1.5	1	-0.8	-5.3	3	9	-2	6	12
CCOc1cc(S(=O)(=O)NCc2ccccc2)ccc1F	7	.	0	1.0	i	6	-1	-6	2	-14&-6
CC(Sc1nnc(Cc2cccs2)n1C1CCCCC1)C(N)=O (stereo not given)	24	.	-1	-0.4	3.1	1	-2	3	3	-11
C=CCn1c(SCC(=O)C(C)(C)C)nnc1-c1cccs1	-29	.	0	0.6	-2.0	-6	-5	0	-7	-9
COC(=O)[C@@H]1C[C@@H]2CC[C@@H](O)C[C@@H]2N1Cc1ccc(OC)cc1	7	-2.4	-4	-0.2	i	7	.	4	2	4
CC1(C)CC(=O)N(c2ccccc2)C1(C)O (stereo not given)	2	.	?	-0.3	-0.4	4	1	6	10	-6
COc1ccc(C2OC(=O)C(C)(C)C(=O)C2(C)C)cc1OC (stereo not given)	17	0.9	-11	-1.5	i	-1	-2	11	-1	0
COc1ccc(CCNC(=O)COC(=O)c2cnccn2)cc1	19	.	-1	-1.2	i	1	0	7	-3	6
COc1ccc(CN(C)C(=O)c2ccc3c(=O)n4c(nc3c2)CCC4)c(OC)c1	.	-1.0	?	-0.4	-7.1	-9	.	5	1	13
CCCCn1c(-c2c(Cl)c(C)nn2C)n[nH]c1=S	-5	2.0	0	0.8	-0.6	1	2	12	12	9
Cc1cc(-n2nc3ccccc3n2)c(O)c([N+](=O)[O-])c1	-8	-0.6	15	1.0	i	-2	1	1	-5	-14
Cc1cc(=O)oc2cc3c(cc12)CCCN3	10	2.7	8	0.1	i	4	-1	-4	-1	-7
O=C1NC(=O)C2(N1)C(=O)c1cccc3cccc2c13 (stereo not given)	.	-0.2	-8	.	0.1	.	.	i	3	.
CC(c1nnc(SCC(=O)Nc2cc([N+](=O)[O-])ccc2F)n1Cc1ccccc1)N(C)C (stereo not given)	-19	-0.1	-10	-0.1	1.4	9	-2	10	6	-7
COc1cc(NC(=O)C2CCC(CNc3c(N4CCCCC4)c(=O)c3=O)CC2)cc(OC)c1 (stereo not given)	2	-0.1	-7	-0.2	-0.2	1	-1	14	-5	-2

Assay outcomes (PubChem BioAssay)
